Pol iota inh: qHTS for Inhibitors of Polymerase Iota; DNA polymerase iota (Homo sapiens), Q9UNA4; Pol iota fluorescent replication assay, 10 min; Potency, µM (highest dose often 115 µM), without a hit: top-dose activity, negative = inhibition, most hits filed as inhibitors; hit rate 1% among 390,000; AID 588590, 2011
Target sequence (Q9UNA4 whole entry, looked up): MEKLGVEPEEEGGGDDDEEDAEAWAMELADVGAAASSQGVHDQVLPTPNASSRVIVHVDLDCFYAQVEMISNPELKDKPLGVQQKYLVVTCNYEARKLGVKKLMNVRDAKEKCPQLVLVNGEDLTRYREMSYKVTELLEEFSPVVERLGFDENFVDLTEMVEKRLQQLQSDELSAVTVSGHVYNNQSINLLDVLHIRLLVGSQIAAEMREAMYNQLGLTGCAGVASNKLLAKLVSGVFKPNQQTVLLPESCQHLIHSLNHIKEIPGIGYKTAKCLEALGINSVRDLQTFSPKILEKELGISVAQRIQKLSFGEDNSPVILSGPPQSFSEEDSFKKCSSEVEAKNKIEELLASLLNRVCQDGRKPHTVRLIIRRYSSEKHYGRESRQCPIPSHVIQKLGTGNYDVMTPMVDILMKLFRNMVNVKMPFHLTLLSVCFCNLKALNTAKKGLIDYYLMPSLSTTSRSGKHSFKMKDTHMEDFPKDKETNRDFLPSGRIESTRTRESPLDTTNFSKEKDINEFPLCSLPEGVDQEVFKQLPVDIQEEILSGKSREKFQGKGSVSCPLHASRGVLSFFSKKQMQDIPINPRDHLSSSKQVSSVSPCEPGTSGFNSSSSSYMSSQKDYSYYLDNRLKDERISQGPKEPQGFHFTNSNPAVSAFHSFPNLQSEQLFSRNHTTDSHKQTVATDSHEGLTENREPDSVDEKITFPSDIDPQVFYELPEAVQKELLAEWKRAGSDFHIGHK
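Pol iota at 10 nM preincubated 15 min with compounds at room temperature; reaction started with fluorescent substrate, 50 nM final. Fluorescence read kinetically at 0 and 10 min; buffer-only wells as negative control.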
JMJD2A Tudor: qHTS Assay for Inhibitors of JMJD2A-Tudor Domain; AlphaScreen JMJD2A-Tudor / H3K4me3 peptide binding; Potency, µM (highest dose often 114 µM), inactives show at the top dose activity change, negative = inhibition, usual class: inhibitors; hit rate 4.4% among 390,000; further: on the % scale 0 is the no-effect control and ±100 the full control effect; nearly all actives have a fitted effect of over 50% in size
BAZ2B inh: qHTS Assay for Inhibitors of BAZ2B; Bromodomain adjacent to zinc finger domain protein 2B (Homo sapiens), Q9UIF8; hit rate 4.4% among 360,000; Potency, µM (doses to about 114 µM), inactives show at the top dose activity change, negative = inhibition, usual class: inhibitors; AID 504333, 2011; AlphaScreen BAZ2B-H3K14Ac peptide displacement; further: on the % scale 0 is the no-effect control and ±100 the full control effect; nearly all actives have a fitted effect of over 60% in size
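BAZ2B 50 nM plus b-H3(5-23)K14Ac 50 nM, PBS pH 7.4/0.01% Tween-20, 30 min RT; compound added (max 110 uM), 30 min RT; streptavidin donor/Ni-chelate acceptor beads 10 ug/mL final, 20 min dark; AlphaScreen read.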
APEX1 inh: qHTS Assay for Inhibitors of the Human Apurinic/apyrimidinic Endonuclease 1 (APE1) | recombinant APE1, TAMRA/BHQ-2 abasic DNA cleavage fluorescence | DNA repair nuclease/redox regulator APEX1 (Homo sapiens), P27695 | AID 2517, 2012 | hit rate 0.35% among 350,000 | Potency, µM (series often up to 65.8 µM), inactives show top-dose activity change, negative = inhibition, most hits filed as inhibitors;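 further: plate controls were vehicle for no effect and reference inhibitor for full effect; nearly all actives have a fitted effect of over 55% in size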
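Activity was derived from the fluorescence gain between first and third kinetic reads (60 s intervals, ex 525/em 598 nm) after 50 nM THF-abasic TAMRA/BHQ-2 duplex was added to 0.75 nM APE1 preincubated 15 min with compound.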
POLH inh: qHTS for Inhibitors of Polymerase Eta | AID 588591, 2011 | DNA polymerase eta (Homo sapiens), Q9Y253 | hit rate 1.2% among 390,000 | recombinant Pol eta, fluorescent DNA replication assay | Potency, µM (series often up to 114 µM), inactives show at the highest dose activity change, negative = inhibition, actives largely listed as inhibitors; further: on the % scale 0 is the no-effect control and ±100 the full control effect
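Fluorescent replication assay: 50 nM final substrate added after a 15 min room-temperature compound preincubation with 10 nM enzyme. Signal taken at 0 min and again at 10 min.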
G9a block: qHTS Assay for Inhibitors of Histone Lysine Methyltransferase G9a. G9a H3K9 monomethylation, AlphaScreen, 2 h. Potency, µM (titrated, usually from 102 µM), for inactives: top-dose activity, negative = inhibition, actives largely listed as inhibitors. hit rate 8.8% among 350,000. AID 504332, 2011; further: on the % scale 0 is the no-effect control and ±100 the full control effect; nearly all actives have a fitted effect of over 75% in size
Target sequence (Q96KQ7 913-1193 limits assumed): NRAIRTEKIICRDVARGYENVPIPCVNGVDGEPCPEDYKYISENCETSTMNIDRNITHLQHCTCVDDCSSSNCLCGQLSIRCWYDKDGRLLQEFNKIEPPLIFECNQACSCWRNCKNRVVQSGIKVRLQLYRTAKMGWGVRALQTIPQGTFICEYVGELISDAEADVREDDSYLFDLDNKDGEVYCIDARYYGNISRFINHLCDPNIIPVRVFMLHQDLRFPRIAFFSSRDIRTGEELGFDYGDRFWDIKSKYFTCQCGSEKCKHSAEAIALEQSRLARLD
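Step 1: enzyme (final 20 nM) with compound, 15 min RT. Step 2: substrate peptide 500 nM and SAM 20 uM, 2 h RT. Step 3: anti-H3K9me1 antibody and AlphaScreen beads, 10 min, then plate read.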
POLB inh: qHTS Assay for Inhibitors of DNA Polymerase Beta | hit rate 1.3% among 340,000 | Potency, µM (top dose mostly 114 µM), inactives show at the highest dose activity change, negative = inhibition, actives largely listed as inhibitors | Pol beta primer extension/strand displacement, fluorescence kinetic | AID 485314, 2010; further: on the % scale 0 is the no-effect control and ±100 the full control effect
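Pol beta (10 nM) was preincubated with compound for 15 min at room temperature. The reaction was then started with 50 nM substrate and read immediately and after a further 10 min at room temperature.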
Pol kappa inh: qHTS for Inhibitors of Polymerase Kappa | DNA polymerase kappa (Homo sapiens), Q9UBT6 | purified Pol kappa, fluorescent DNA synthesis assay, 10 min | Potency, µM (titrated, usually from 107 µM), for inactives: at the highest dose activity, negative = inhibition, usual class: inhibitors | hit rate 0.53% among 400,000; further: on the % scale 0 is the no-effect control and ±100 the full control effect
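Kinetic fluorescence readout at 0 and 10 min followed reaction start with substrate at 50 nM final. Beforehand, enzyme (10 nM Pol kappa) stood 15 min with compound at room temperature; buffer-only wells were negative controls.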
BLM inh: qHTS Assay for Inhibitors of Bloom's syndrome helicase (BLM). Potency, µM (titrated, usually from 56.1 µM), for the others: at the top dose activity change, negative = inhibition, usual class: inhibitors. hit rate 0.2% among 350,000. AID 2528, 2010. recombinant BLM DNA unwinding, fluorescence dequenching. RecQ-like DNA helicase BLM (Homo sapiens), P54132;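 further: plate controls were vehicle for no effect and no enzyme for full effect; nearly all actives have a fitted effect of over 35% in size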
* = called active by the depositor; ? = inconclusive; . = no result given; & = joins results of further samples; [ ] = another dose, or the depositor's remark. The call rests on the fitted dose curve; in most records, active means well fitted curve in the direction sought with a large enough effect; inconclusive means small, poorly fitted or top-dose-only effect, or another doubt; inactive means no such curve, though single readings can be large; an effect the other way counts as inactive or inconclusive. Potency means the concentration at half of the fitted maximal effect. A portion of the library; count on the stated rates, not on these rows.

item	POLH inh	G9a block	APEX1 inh	Pol kappa inh	POLB inh	Pol iota inh	BAZ2B inh	BLM inh	JMJD2A Tudor	canonical_smiles
1	6%	1%[59 µM]	-1%	-4%	-5%	11%	-3%	-2%	0%	COc1ccc(Br)cc1S(=O)(=O)N1CCOCC1
2	-10%	4%[59 µM]	-4%	-8%	29%	-3%	-29%	-14%	?	Cc1cccc(NC(=S)NCCC(c2ccccc2)c2ccccc2)c1
3	-4%	-24%	1%	-5%	?	12%	-10%	-5%	-13%	COc1ccc2oc(=O)c(C(=O)Nc3cccc(C)c3)cc2c1
4	-4%	-11%[59 µM]	1%	-4%	.	21%	10%	.	-14%	COc1cc(OC)cc(C(=O)NCC(=O)NCC(c2ccco2)N2CCCCC2)c1 (configuration not stated)
5	-18%	-16%	-1%	5%	1%	19%	0%	1%	-11%	c1cn2c(NC3CCCC3)c(-c3ccc(N4CCOCC4)cc3)nc2cn1
6	4%	-10%[59 µM]	18%	-4%	-18%	-3%	-8%	-3%	-11%	O=C(COC(=O)c1ccc2c(c1)OCO2)NC1CCS(=O)(=O)C1 (configuration not stated)
7	-15%	30%	1%	5%	-11%	37%[activator]	-3%	-3%	-1%	O=C(/C=C/c1cccc(Cl)c1)NCc1ccccc1
8	-9%	.	-15%	-12%	-1%	57%[activator]	-7%[57.1 µM]	-11%	-26%	CC(C)(C)NC(=O)c1cccc(NC(=O)c2ccc3c(c2)C(=O)N(C(C)(C)C)C3=O)c1
9	-14%	-12%[59 µM]	?	11%	2%	1%	-32%	-8%	?	COC1=C(C)C(O)=C(C(=O)/C=C/c2ccccc2)C(=O)C1(C)C
10	?	10µM*	-12%	50µM*	.	?	40µM*	.	?	O=C(Nc1nc(-c2ccco2)c(-c2ccco2)s1)c1ccc(F)cc1F
11	3%	1%	-1%	0%	15%	-9%	-20%	-7%	-12%	Cc1c(Cl)c([N+](=O)[O-])nn1Cc1ccc(C(=O)NN)o1
12	-22%	.	-2%	2%	3%	35%[activator]	-11%	1%	-15%	CCOC(=O)c1c(C)[nH]c(C(=O)CN2C(=O)NC3(CCCC3)C2=O)c1C
13	-16%	1%	12%	5%	5%[57.1 µM]	18%	6%	-2%	-2%	O=C(CCSc1ccccc1)NC(=O)COC(=O)c1ccc(OC(F)F)cc1
14	-5%	-33%[59 µM]	-9%	6%	77%	-9%	18%	-2%	?	Cc1ccc(NC(=O)CCn2c(=O)oc3ccccc32)cc1
15	?	-31%[59 µM]	.	-18%	2%	6%	-11%	0%	-7%	COc1ccc(-c2cn3c(n2)sc2cc(C(=O)NCCCN4CCN(C)CC4)ccc23)cc1
16	4%	5%[12.7 µM]	1%	-2%	38%	12%	7%	-1%	-3%	O=C(c1ccco1)N1CCN(C(=O)c2cnn3cccnc23)CC1
17	-19%	-7%[59 µM]	-10%	6%	8%	25%	-6%	0%	-30%	CC1CCc2nn(CC(=O)NCCC3=CCCCC3)cc2C1 (configuration not stated)
18	-19%	-6%[0.501 µM]	29%&3%	-5%	.	?	-2%	.	-12%	CCCCCCCCOc1ccc(C(=O)O)cc1
19	-8%	-27%[2.33 µM]	-1%	-8%	20%	29%	30%	-7%	-6%	O=S(=O)(NCc1ccc2c(c1)OCO2)c1cccc2cccnc12
20	5%	10%	-1%	-2%	10%	-3%	-17%	-8%	-20%	CC1CC(C)CN(S(=O)(=O)c2cccc3nonc23)C1 (configuration not stated)

An excerpt of these results, field by field:
(4) COc1cc(OC)cc(C(=O)NCC(=O)NCC(c2ccco2)N2CCCCC2)c1 (configuration not stated)
  POLH inh: -4% | G9a block: -11%[59 µM] | APEX1 inh: 1% | Pol kappa inh: -4% | POLB inh: . | Pol iota inh: 21% | BAZ2B inh: 10% | BLM inh: . | JMJD2A Tudor: -14%

(6) O=C(COC(=O)c1ccc2c(c1)OCO2)NC1CCS(=O)(=O)C1 (configuration not stated)
  POLH inh: 4% | G9a block: -10%[59 µM] | APEX1 inh: 18% | Pol kappa inh: -4% | POLB inh: -18% | Pol iota inh: -3% | BAZ2B inh: -8% | BLM inh: -3% | JMJD2A Tudor: -11%

Back to the main list; the 3 compounds before the break are reprinted first.
item	POLH inh	G9a block	APEX1 inh	Pol kappa inh	POLB inh	Pol iota inh	BAZ2B inh	BLM inh	JMJD2A Tudor	canonical_smiles
18	-19%	-6%[0.501 µM]	29%&3%	-5%	.	?	-2%	.	-12%	CCCCCCCCOc1ccc(C(=O)O)cc1
19	-8%	-27%[2.33 µM]	-1%	-8%	20%	29%	30%	-7%	-6%	O=S(=O)(NCc1ccc2c(c1)OCO2)c1cccc2cccnc12
20	5%	10%	-1%	-2%	10%	-3%	-17%	-8%	-20%	CC1CC(C)CN(S(=O)(=O)c2cccc3nonc23)C1 (configuration not stated)
21	-14%	16µM*	2%	-5%	51%	1%	-3%	-1%	-3%	Cc1ccc(N2CC(C(=O)Nc3nnc(SCc4cccnc4)s3)CC2=O)cc1 (configuration not stated)
22	-16%	-1%	-2%	-15%	-27%	62%[activator]	-2%	-5%	-15%	CN(C)C=NC(=O)/C(C#N)=C/c1ccccc1
23	-4%	-6%[12.7 µM]	38%	-6%	.	11%	-15%	.	-10%	CCCn1c(N)c(C(=O)COC(=O)c2cccc(S(=O)(=O)N3CCOCC3)c2)c(=O)[nH]c1=O
24	-9%	-2%[59 µM]	0%	5%	4%	29%	-1%	-2%	-19%	CCSc1nnc(NC(=O)COc2cccc3ccccc23)s1
25	-20%	26%	2%	0%	0%	28%	-20%	-2%	-3%	Cc1cc(C(=O)N2CCCC(C(=O)c3cccc(C(F)(F)F)c3)C2)nc(C)n1 (configuration not stated)
26	-9%	50µM*	4%	2%	14%	19%	2%	2%	-12%	CCOc1ccc(S(=O)(=O)NN=C2CCN(C(C)=O)CC2)cc1
27	-14%	-37%[59 µM]	-4%	11%	-10%	6%	-25%	-11%	?	O=C(Nc1cccc(-c2csc(Nc3ccc(Cl)cc3)n2)c1)c1ccccc1
28	-13%	1%	-3%	5%	5%	32%[activator]	-8%	-2%	-7%	CC(=O)Nc1ccc(CN2CCN(CCC(C)C)C(CCO)C2)cc1 (configuration not stated)
29	-16%	-9%[59 µM]	17%	1%	24%	6%	4%	-5%	21%	FC(F)(F)c1cccc(N2CCN(CC3CC=CCC3)CC2)c1 (configuration not stated)
30	-17%	-2%	-1%	-9%	10%	-9%	-4%	1%	-12%	COc1ccc(OCC(=O)Nc2ncc3c(n2)CC(C)(C)CC3=O)cc1
31	-19%	?	0%	-5%	1%	4%	-21%	-5%	-13%	Cc1ccc2nc(SCC(=O)N3CCN(C(=O)c4ccco4)CC3)[nH]c2c1
32	-13%	-25%[59 µM]	.	1%	31%	14%	.	-4%	-28%	COc1ccc(NC(=O)C(NS(=O)(=O)c2cccc3nsnc23)c2ccccc2)cc1 (configuration not stated)
33	-4%	2%[59 µM]	-2%	-7%	21%	167%[activator]	6%	0%	0%	CCCc1cc(=O)[nH]c(SCc2cc(=O)oc3c(C)c(C)ccc23)n1
34	-18%	-1%	-7%	-13%	34%	17%	-16%	-3%	-25%	NC(=NCc1ccco1)NC(=O)c1ccc(Cl)cc1
35	-24%	-12%	5%	-17%	-22%	42%[activator]	-13%	-2%	-12%	CC(=O)Nc1ccc(S(=O)(=O)NCC(=O)NCCc2ccc(S(N)(=O)=O)cc2)cc1
36	-24%	-8%[59 µM]	-5%	-5%	9%	144%[activator]	-25%	-3%	4%	COC(=O)c1ccc(OC(=O)CCN2c3ccccc3Sc3ccccc32)cc1
37	-8%	.	9%	-4%	28%	3%	-12%	-13%	-8%	O=C(COC(=O)CNS(=O)(=O)c1ccc(F)c(F)c1F)NCCc1ccccc1
38	-5%	102%[activator][59 µM]	-3%	-16%	18%	?	-12%	0%	-19%	COc1ccccc1CNC(=O)C1CC(c2ccccc2[N+](=O)[O-])=NO1 (configuration not stated)
39	-25%	?	5%&-2%	-14%	-10%	14%	-14%	-14%&-5%	-6%	CC(NCCC(c1ccccc1)c1ccccc1)c1ccccc1 (configuration not stated)
40	-6%	-4%	2%	-9%	30%	21%	2%	-1%	0%	O=C(O)c1cccc(-n2nnnc2SCc2ccccc2Cl)c1
41	-5%	-9%	-2%	2%	-1%	9%	-3%	-3%	-9%	CO/N=C/c1cccn1-c1nccc(OC)c1C#N
42	-11%	.	17%	-2%	.	3%	.	.	?	CCC(CO)Oc1cc(NCc2ccc(O)cc2)c2ncn(C(C)C)c2c1 (configuration not stated)
43	-13%	?	-2%	-6%	4%	1%	13%	-3%	-3%	CCn1c(SCc2nc3ccccc3c(=O)[nH]2)nnc1-c1ccncc1

Looked up above:
`Cc1ccc(N2CC(C(=O)Nc3nnc(SCc4cccnc4)s3)CC2=O)cc1` (configuration not stated) @ Pol kappa inh = -5%
`O=C(COC(=O)CNS(=O)(=O)c1ccc(F)c(F)c1F)NCCc1ccccc1` @ POLB inh = 28%
`CCSc1nnc(NC(=O)COc2cccc3ccccc23)s1` @ G9a block = -2%[59 µM]
`NC(=NCc1ccco1)NC(=O)c1ccc(Cl)cc1` @ Pol kappa inh = -13%

Screening data (PubChem BioAssay)
